# RSV CPE inhibition: inhibition of RSV-induced cytopathic effect – HEp-2 cells, primary 10 µM value included (AID 2391). HEp-2 cells, RSV-induced CPE inhibition; higher % means a stronger effect. hit rate 0.13% among 310,000. one-dose CPE inhibition, % at 10 µM; IC50 in µM for titrated hits; in the data active = a potency from the dose series; inconclusive = CPE inhibition mostly from about 23% at the one dose, without a potency; inactive = the rest, 99 in 100 with CPE inhibition below about 21%; also: strong numbers were not always called active
# UTI89 phage lysis: inhibition of K1F phage lysis, E. coli UTI89, bacterial capsule biogenesis inhibitors, alamar blue (AID 488966); E. coli UTI89 K1F phage lysis, alamar blue, 2 h; higher % means a stronger effect; inhibition, % at 100 µM, or IC50 in µM where a hit was titrated; hit rate 0.02% among 340,000;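 active = phage lysis inhibition, versus mean bacterial control, above a set limit; inconclusive = no clear call, values can overlap the other calls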;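 also: capsule biogenesis inhibitors block K1F phage lysis so surviving cells raise fluorescence; higher fluorescence means more inhibition of phage lysis; actives were called in the ten point dose series up to 300 µM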
# AID2073: disruptors of CaV2.2 binding to Mint1 – biochemical, HTRF (AID 2073). HTRF protein-protein interaction, Mint1-CaV2.2; higher % means a stronger effect. one-dose inhibition, % at 20 µM; IC50 in µM for titrated hits. hit rate 0.19% among 290,000; in the data active = inhibition mostly above about 51%, no sharp cut-off; inconclusive = no clear call, values can overlap the other calls; inactive = mostly below about 53%; also: some results filed as inactive read as strong as hits
# GPR35 arrestin U2OS: GPR35 antagonists blocking zaprinast-driven arrestin recruitment, primary screen, imaging, U2OS, beta-arrestin-GFP, zaprinast agonist (AID 2058) | U2OS GPR35 beta-arrestin-GFP translocation imaging, zaprinast antagonism; higher % means a stronger effect | inhibition, % at 10 µM, or IC50 in µM where a hit was titrated | hit rate 0.052% among 290,000;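 active = inhibition of at least 50% with at least 30 cells and total cytoplasm GFP at most 10,000,000; inconclusive = under 30 cells or total GFP of 10,000,000 plus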
# NTR1 ag: agonists of NTR1, primary screen, imaging, U2OS cells, beta-arrestin-GFP, high content (AID 493036); P30989; NTR1-U2OS beta-arrestin-GFP spot imaging, agonist mode; activation, % at 20 µM; hit rate 0.17% among 330,000;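 active = activation at or above 40% of the spot to cytoplasm intensity ratio, with at least 20 cells analyzed; inconclusive = wells under 20 cells, flagged as cytotoxic or low count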;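 also: 0% = DMSO without peptide and 100% = 100 nM NTR1 peptide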
# Target sequence (P30989 whole entry, looked up): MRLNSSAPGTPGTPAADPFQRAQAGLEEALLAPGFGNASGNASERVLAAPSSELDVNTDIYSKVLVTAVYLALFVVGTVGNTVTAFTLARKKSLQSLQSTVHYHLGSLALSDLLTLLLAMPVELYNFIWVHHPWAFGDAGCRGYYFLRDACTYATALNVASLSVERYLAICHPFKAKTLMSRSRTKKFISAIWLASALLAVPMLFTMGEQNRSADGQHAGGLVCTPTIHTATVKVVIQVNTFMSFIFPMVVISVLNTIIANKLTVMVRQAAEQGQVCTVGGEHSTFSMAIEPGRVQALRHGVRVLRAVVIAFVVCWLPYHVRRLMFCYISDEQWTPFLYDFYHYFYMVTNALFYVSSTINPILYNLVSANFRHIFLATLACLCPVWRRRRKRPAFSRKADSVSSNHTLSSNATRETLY
# LYP inhibition: inhibitors of LYP phosphatase, biochemical, fluorescence intensity, uHTS (AID 1779). recombinant LYP phosphatase, fluorescence intensity; higher % means a stronger effect. inhibition, % at 11.5 µM, or IC50 in µM where a hit was titrated. hit rate 0.054% among 290,000; in the data active = inhibition above about 50%;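 also: plate controls were vehicle with enzyme for no effect and no enzyme for full effect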
# Autophagy mod: autophagy modulation, high-content screen. MEF GFP-LC3 puncta imaging; test concentration mostly 10 µM. calls only at 10 µM (by protocol). hit rate 0.98% among 190,000. AID 463193;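 active = percentage of spot-positive cells more than 3 SD above its plate mean, without a fluorescence outlier flag or 80% toxicity; inconclusive = no clear call, values can overlap the other calls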;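 also: spot-positive cell cutoff set from DMSO-treated cells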
# NS5 inhibitors: flavivirus cap methylation enzyme inhibition – biochemical, confirmation dose response, primary screen (AID 588689); Dengue-2 NS5 methyltransferase capping enzyme assay, biochemical; higher % means a stronger effect; hit rate 0.3% among 340,000; inhibition, % at 25 µM; hits with a dose series show IC50 in µM; in the data active = a potency from the dose series; inconclusive = inhibition above about 29% without an active follow-up result
# WT yeast gro inh: growth inhibition of WT yeast, mitochondrial fusion screen; mitochondrial fusion phenotypic screen, WT strain; inhibition, % at 10 µM; hit rate 2.1% among 190,000; in the data active = inhibition above about 58%; tested in S. cerevisiae
# WT yeast gro inh mutant strain: recorded beside WT yeast gro inh, whose call it bears; inhibition, %; mitochondrial fusion phenotypic screen, mutant strain inhibition
# Autophagy mod cell loss 18 h: also measured in Autophagy mod; calls as there; toxicity, %; measured here: cell loss, nuclei count;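 cell loss after 18 h compound exposure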
# NTR1 ag cell count 20 µM: further read-out of NTR1 ag, marked with its call; cell count; measured here: cell count, cytotoxicity flag
# NS5 inhibitors pilot replicate: also measured in NS5 inhibitors; calls as there; inhibition, %; measured here: pilot screen replicate inhibition
# * = called active by the depositor; i = inactive; ? = inconclusive; · = no result given; [ ] = another dose, or the depositor's remark.
SMILES,RSV CPE inhibition,UTI89 phage lysis,AID2073,GPR35 arrestin U2OS,NTR1 ag,NTR1 ag cell count 20 µM,LYP inhibition,Autophagy mod,Autophagy mod cell loss 18 h,NS5 inhibitors,WT yeast gro inh,WT yeast gro inh mutant strain,others
CC(=O)NC(Cc1ccc(F)cc1)C(=O)NC1CCN(C(=O)NCc2ccccc2)CC1 (stereo not given),2.2%,0.3%,18%,-5%,-2.4,45,-8%,·,·,-1%,·,·,
CCC(=O)c1ccc(NC(C)=O)cc1O,·,-0.7%,36%,-10%,2.2,61,-7%,·,·,-9%,·,·,
CCc1ccc(N(CC(=O)NCc2ccco2)C(=O)CCC(=O)Nc2nccs2)cc1,-0.1%,-0.2%,-7%,3%,-1.1,62,-8%,·,·,5%,·,·,
Cc1ccccc1NC(=S)NCCSc1ccc(Cl)cc1,-3.0%,0.1%,4%,-13%,3.5,51,-3%,i,2,2%,80*,71*,
CC(=O)Nc1ccc(N/C=C/C(=O)C(C)(C)C)cc1,1.1%,6.8%,1%,-10%,1.8,87,-3%,i,-1,5%,-9,-1,
Cc1nc(-c2ccc(Cl)cc2)sc1C1(C)CC(c2cccnc2)=NO1 (stereo not given),-0.8%,-0.1%,0%,-1%,2.1,67,-4%,·,·,-2%,·,·,
OCOCCCn1c(C2CCCN2c2nc(-c3ccc(F)cc3)cs2)nc2cc(Cl)c(N3CCCCC3)cc21 (stereo not given),5.4%,3.8%,·,·,1.4,101,·,·,·,-7%,·,·,
COc1ccc(CCNC(=O)c2ccc(CNS(=O)(=O)c3ccccc3)cc2)cc1OC,0.9%,5.0%,2%,-12%,2.3,61,-8%,i,-1,1%,-6,-4,
COc1cccc(/C=N/Nc2cc(N3CCOCC3)ncn2)c1O,3.6%,0.0%,12%,4%,0.0,53,-6%,·,·,0%,·,·,
Cn1cc(/C=C/C(=O)N2CCCC(C(=O)c3ccc(C(C)(C)C)cc3)C2)cn1 (stereo not given),-0.2%,-0.2%,-13%,-6%,4.5,53,-5%,i,-19,-7%,25,18,
COc1ccc(Cl)cc1N1C(=NC(=O)C2CCCCC2)SC2CS(=O)(=O)CC21 (stereo not given),1.7%,0.4%,0%,2%,2.8,46,-5%,·,·,-2%,·,·,
N#Cc1c(N)nc2c(c1-c1ccco1)CCCCC2,1.8%,1.8%,·,·,3.4,76,·,i,6,-4%,·,·,
CC(=O)c1c(C)[nH]c(C(=O)Nc2ccc3c(c2)OCCO3)c1C,3.1%,1.0%,-3%,29%,-0.8,90,-2%,i,-5,-9%,-25,-9,
N[C@@H](Cc1ccccc1)c1nnc2sc(SCc3ccccc3)nn12,1.3%,-0.2%,-18%,20%,-2.6,79,-9%,i,0,-12%,-5,-21,
Cc1cc(C)nc(N/N=C/C2=C(O)CC(c3ccc(F)cc3)CC2=O)n1 (stereo not given),3.6%,·,0%,-2%,0.2,52,-5%,·,·,·,·,·,
CC(NS(=O)(=O)c1ccc(Cl)c(Cl)c1)C(=O)OCC(=O)N1CCCCCC1 (stereo not given),1.1%,1.2%[50 µM],·,·,0.0,60,·,·,·,-3%,·,·,
CCc1ccccc1N(CC(=O)Nc1cccc(N(C)S(C)(=O)=O)c1)S(C)(=O)=O,0.9%,1.0%,0%,4%,-0.9,53,-8%,i,-4,-3%,-6,3,
COc1ccc(CCNC2CC(=O)N(CCc3ccccc3)C2=O)cc1 (stereo not given),2.9%,0.9%,0%,-10%,-0.8,41,-3%,i,8,1%,8,6,
CC1(C)CC(N2CCN(CCO)CC2)=CC(=S)N1,1.6%,0.0%,-1%,6%,-1.2,79,7%,·,·,-5%,·,·,
CCc1ccc(C(=O)C(C)OC(=O)c2cccc(S(=O)(=O)N3CCOCC3)c2)cc1 (stereo not given),-0.6%,1.0%[50 µM],·,·,1.9,47,·,·,·,-7%,·,·,
COC(=O)c1ccc(NS(=O)(=O)c2cc(C)ccc2OC)cc1,1.0%,0.3%,-4%,1%,-0.9,41,4%,i,-7,3%,-4,-3,
COc1cccc(CN2CC(C(=O)N3CCCO3)CCC2=O)c1 (stereo not given),0.8%,-0.4%,-1%,-1%,0.3,66,-14%,·,·,1%,·,·,
Nc1ncnc2nc(SCC(=O)N3CCN(c4ccccc4)CC3)[nH]c12,-2.2%,1.9%,-5%,14%,-1.2,62,-4%,i,5,0%,9,11,
CC(C)(C)C(=O)Cn1c(=O)n(-c2ccc(F)cc2F)c(=O)c2sccc21,-1.7%,0.0%,-12%,14%,1.2,49,-3%,i,-1,-3%,-6,7,
Cc1ccc(CN=C(Nc2ccccc2)NC2CCCCC2)cc1,-0.8%,-0.3%,-2%,1%,-0.9,31,-8%,i,-20,0%,-7,-4,
CCCC(C)NC(=O)c1ccc(F)cc1 (stereo not given),0.2%,0.0%,0%,1%,-0.8,48,-1%,i,2,-6%,16,4,
CC(=O)c1ccc(NC(=S)NCCc2cccc(Cl)c2)cc1,0.9%,0.1%,-5%,8%,5.6,39,2%,i,19,-12%,30,34,
COc1cc(C(=O)Nc2nc(-c3cccs3)cs2)cc(OC)c1OC,?,1.0%,5%,-7%,32,59,6%,i,2,-7%,14,-9,
COc1ccc(OC)c(C2CC(c3c(-c4ccccc4)c4cc(Cl)ccc4[nH]c3=O)=NN2S(C)(=O)=O)c1 (stereo not given),·,-0.4%,-4%,0%,20,53,2%,i,17,-2%,6,6,
Cn1cc(C(=O)NCc2ccc(Cl)cc2)c(=O)c2cc(S(=O)(=O)N3CCOCC3)ccc21,4.2%,0.1%,5%,-12%,2.5,56,-5%,·,·,-9%,·,·,
CC(=O)c1ccc(-n2nnnc2SCC(=O)Nc2sc(C)c(C)c2C#N)cc1,2.9%,-0.1%,9%,-5%,0.8,92,8%,i,12,3%,9,19,
Cc1cc2oc(C(=O)Nc3c(C)n(C)n(-c4ccccc4)c3=O)c(C)c2cc1C,11%,2.4%[50 µM],8%,-2%,-1.5,70,-1%,i,-9,-5%,11,-13,
CC(=O)Nc1ccc(S(=O)(=O)N2CCC(=O)Nc3ccccc32)cc1,-0.1%,1.5%,9%,-13%,-0.8,39,-2%,i,-17,-1%,1,9,
CCOc1ccc(N2CC(C(=O)Nc3ccccc3C(=O)NC3CC3)CC2=O)cc1 (stereo not given),3.4%,-0.1%,2%,-4%,-0.3,43,-5%,·,·,-7%,·,·,
O=C(Nc1cc(Cl)ccc1N1CCOCC1)c1cccnc1,1.8%,0.1%,14%,4%,-0.1,52,-3%,·,·,6%,·,·,
O=C(NCCN1CCOCC1)c1cc(S(=O)(=O)NCCCN2CCCC2=O)ccc1Cl,1.7%,3.1%,2%,5%,1.9,84,3%,i,4,-1%,3,-7,
COc1ccccc1C(=O)N(C)CC(=O)Nc1ccc(N2CCOCC2)cc1,1.8%,0.7%[50 µM],·,·,6.6,54,·,·,·,-4%,·,·,
Cc1cccc(N2CCN(C(=O)CSCc3c(C)noc3C)CC2)c1C,-2.4%,1.4%,4%,-1%,-0.7,95,-5%,i,18,-7%,1,-18,NS5 inhibitors pilot replicate=-2.0
COc1cccc2cc(C(=O)NNC(=O)c3ccc(Br)cc3)c(=O)oc12,0.8%,-0.3%,-4%,-5%,-1.5,55,5%,i,-4,-8%,10,15,
CCOCCc1nn2c(=O)cc(CSCC(=O)Nc3ccccc3)nc2s1,-0.2%,0.2%,6%,58%,-1.0,53,-7%,·,·,-11%,·,·,

# Reprinted from the part before: 5 compounds; new compounds follow.
SMILES,RSV CPE inhibition,UTI89 phage lysis,AID2073,GPR35 arrestin U2OS,NTR1 ag,NTR1 ag cell count 20 µM,LYP inhibition,Autophagy mod,Autophagy mod cell loss 18 h,NS5 inhibitors,WT yeast gro inh,WT yeast gro inh mutant strain,others
O=C(NCCN1CCOCC1)c1cc(S(=O)(=O)NCCCN2CCCC2=O)ccc1Cl,1.7%,3.1%,2%,5%,1.9,84,3%,i,4,-1%,3,-7,
COc1ccccc1C(=O)N(C)CC(=O)Nc1ccc(N2CCOCC2)cc1,1.8%,0.7%[50 µM],·,·,6.6,54,·,·,·,-4%,·,·,
Cc1cccc(N2CCN(C(=O)CSCc3c(C)noc3C)CC2)c1C,-2.4%,1.4%,4%,-1%,-0.7,95,-5%,i,18,-7%,1,-18,NS5 inhibitors pilot replicate=-2.0
COc1cccc2cc(C(=O)NNC(=O)c3ccc(Br)cc3)c(=O)oc12,0.8%,-0.3%,-4%,-5%,-1.5,55,5%,i,-4,-8%,10,15,
CCOCCc1nn2c(=O)cc(CSCC(=O)Nc3ccccc3)nc2s1,-0.2%,0.2%,6%,58%,-1.0,53,-7%,·,·,-11%,·,·,
O=C(NC1=NCCS1)c1ccc(Cl)c(Cl)c1,3.1%,0.5%,8%,-4%,1.5,54,-4%,·,·,-17%,·,·,
Cc1c(NC(=O)c2ccc(COc3ccc4ccccc4c3)o2)c(=O)n(-c2ccccc2)n1C,15%,0.0%,4%,1%,1.2,33,-4%,i,5,-9%,6,-5,
Cc1cccn2cc(-c3cccc(S(=O)(=O)N4CC(C)OC(C)C4)c3)nc12 (stereo not given),39%,0.0%,0%,-2%,1.7,57,-7%,·,·,1%,·,·,
CCOc1cc(/C=N/NC(=O)c2ccc3c(c2)OCCO3)cc(Br)c1O,4.2%,-0.1%,23%,-2%,-2.3,64,0%,·,·,-2%,·,·,
Cc1c(C(=O)O)cccc1-c1ccc(C=O)o1,2.9%,5.6%,6%,24%,-1.1,65,-1%,i,-10,0%,-17,24,
CCCn1c(SCC(=O)Nc2cccc(C)n2)nnc1C(C)C,0.0%,·,29%,11%,2.0,52,-4%,i,-4,·,-12,-16,
CC1=[N+]([O-])C(C)(C)C(c2ccc(Br)cc2)=[N+]1[O-],1.7%,1.4%[50 µM],-3%,·,-0.4,58,-7%,i,-9,-6%,-15,-17,
CCCn1c(CCNC(=O)c2cccs2)nc2ccccc21,5.0%,5.7%,2%,8%,-1.3,53,-4%,i,0,-2%,15,5,
COc1ccccc1NS(=O)(=O)c1cccc(C(=O)OCc2nc3ccccc3s2)c1,2.4%,0.2%[50 µM],21%,-2%,2.8,47,5%,i,3,-6%,37,34,
O=c1cc(NCc2ccco2)c2ccccc2o1,4.5%,-0.5%,-11%,4%,0.0,46,3%,i,5,-3%,10,3,
CCOC(=O)c1cccc(NC(=O)C2CCCO2)c1 (stereo not given),1.7%,0.4%,-6%,-17%,1.4,40,-1%,i,-6,0%,-14,2,
N#CCSc1nc2ccccc2c(=O)n1CC1CCCC1,5.3%,-0.4%,-4%,20%,6.0,45,0%,i,-3,-14%,-20,3,
CC(Oc1ccc2ccccc2c1)C(=O)NNC(=O)Nc1ccccc1 (stereo not given),0.8%,0.9%,6%,-1%,0.7,43,-3%,·,·,-5%,·,·,

# Assay outcomes deposited in PubChem BioAssay by several laboratories.
